AHR activator: AHR activators, primary screen, cell-based, luminescence, luciferase reporter, human; Aryl hydrocarbon receptor (Homo sapiens), P35869; AHR-responsive luciferase reporter cells; activation, % at 5 µM; 2.5% of 320,000 active; AID 2796, 2010; in the data active = activation above about 47%;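 note: 0% = vehicle wells and 100% = reference agonist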
AGP1-GFP MLPCN: modulators of AGP1-GFP expression in yeast TOR pathway, primary screen, cell-based, multiplex flow cytometry, S. cerevisiae, MLPCN library. 3 h; GFP as percent of DMSO wells. GFP response vs DMSO, % at 10 µM. 0.02% of 320,000 active. AID 2066, 2009;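 active = GFP response relative to DMSO above a set limit, near screen average plus 3 SD, cut at about 150% in these data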;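 note: median GFP channel fluorescence of the gated AGP1 strain per well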
proCasp3 act: activators of human procaspase-3 D3A mutant, primary screen, biochemical, absorbance, PC-3 D3A mutant, single concentration | AID 463141, 2010 | activation, % at 8.5 µM | recombinant procaspase-3 D3A, Ac-DEVD-pNA absorbance 405 nm | 0.11% of 330,000 active | Caspase-3 (Homo sapiens), P42574;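 active = activation above the mean of all tested compounds plus 3 SD, cut at about 21% in these data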;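 note: 0% = DMSO alone and 100% = DMSO wells spiked with extra 5 µM PC-3 D3A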
Target sequence (P42574 whole entry D9A/D28A/D175A): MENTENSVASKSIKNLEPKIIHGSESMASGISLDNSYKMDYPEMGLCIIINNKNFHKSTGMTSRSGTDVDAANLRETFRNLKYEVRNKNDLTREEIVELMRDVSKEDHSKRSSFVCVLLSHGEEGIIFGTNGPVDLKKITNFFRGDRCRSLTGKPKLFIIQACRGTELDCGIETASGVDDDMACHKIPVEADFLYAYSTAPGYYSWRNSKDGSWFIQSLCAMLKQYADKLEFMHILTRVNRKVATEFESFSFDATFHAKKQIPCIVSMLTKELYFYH
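Test system: Procaspase-3 D3A mutant; medium: Zinc-free HEPES/NaCl buffer with 0.01% Triton X-100 at pH 7.4; reagent: DEVD-pNA substrate; doses: one concentration, 8.5 µM nominal, 0.8% DMSO; times: 1 h preincubation plus 2 h reaction at 25 °C; signal: Epi-absorbance at 405 nm of released p-nitroaniline, 0 and 120 min; replicates: singlicate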
CIT2 TOR yeast: modulators of CIT2-GFP expression in yeast, primary screen, S. cerevisiae, GFP fusion, multiplex flow cytometry, MLPCN library; S. cerevisiae CIT2-GFP strain, 3 h; 100 means same as DMSO wells; GFP response vs DMSO, % at 10 µM; 0.065% of 320,000 active; AID 2029, 2009;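 active = GFP response relative to DMSO above a set limit, near the screen mean plus 3 SD, cut at about 150% in these data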;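 note: ratio of well median GFP fluorescence to mean of DMSO wells on the plate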
MEP2-GFP yeast: modulators of MEP2-GFP levels in yeast, primary screen, S. cerevisiae, multiplex flow cytometry, MLPCN library; AID 2016, 2009; S. cerevisiae MEP2-GFP strain, 3 h; 100% = DMSO control level; 0.51% of 330,000 active; GFP response vs DMSO, % at 10 µM;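 active = GFP response versus DMSO above a set limit, roughly screen mean plus 3 SD, cut at about 180% in these data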;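 note: median GFP fluorescence of the barcode-gated MEP2-GFP cells per well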
RPL19A-GFP yeast: RPL19A-GFP expression modulators in yeast, primary screen, cell-based, S. cerevisiae, multiplex flow cytometry, MLPCN; percent response vs DMSO, % at 10 µM; 0.3% of 330,000 active; S. cerevisiae RPL19A-GFP strain, 3 h; stronger effect = lower value; AID 2025, 2009;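 active = percent response vs DMSO below 50%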;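 note: median channel GFP fluorescence of the barcoded RPL19A-GFP strain; ratio of sample median GFP to plate DMSO average so 100% = DMSO; lower means less RPL19A-GFP as with rapamycin TOR inhibition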
proCasp7 act: procaspase-7 activators, primary screen, counter-screen for procaspase-3 activator project, biochemical, absorbance, HTS, human; Caspase-7 (Homo sapiens), P55210; AID 463210, 2010; 0.093% of 330,000 active; recombinant procaspase-7, Ac-DEVD-pNA absorbance 405 nm; D23A/D198A/D206A triple mutant, cannot self-cleave; scale: DMSO 0, 5 µM enzyme 100; activation, % at 8.5 µM;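 active = percent activation above the screen-wide mean plus 3 SD, cut at about 25% in these data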
Target sequence (P55210 whole entry D23A/D198A/D206A): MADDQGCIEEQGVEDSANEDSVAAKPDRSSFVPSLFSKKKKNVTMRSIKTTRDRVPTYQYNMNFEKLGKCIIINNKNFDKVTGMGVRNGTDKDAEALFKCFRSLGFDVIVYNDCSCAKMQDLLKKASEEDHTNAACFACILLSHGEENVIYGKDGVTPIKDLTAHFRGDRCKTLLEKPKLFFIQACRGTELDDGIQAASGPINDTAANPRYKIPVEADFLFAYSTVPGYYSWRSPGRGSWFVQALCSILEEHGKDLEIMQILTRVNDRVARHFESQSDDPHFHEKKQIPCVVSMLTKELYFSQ
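Assay system: Uncleavable procaspase-7 mutant enzyme | Input: 2 µM procaspase-7 mutant as dispensed | Timing: 1 h compound preincubation, 2 h substrate cleavage, 25 °C | Repeats: One well per compound | Control set: DMSO wells as 0%, DMSO with 5 µM added PC-7 as 100% | Technique: Epi-absorbance of released pNA at 405 nm, two timepoints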
LAP4 TOR yeast: modulators of LAP4-GFP expression in yeast, primary screen, S. cerevisiae, multiplex flow cytometry, MLPCN library. 0.34% of 320,000 active. GFP response vs DMSO, % at 10 µM. 3 h; median GFP as percent of DMSO wells;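 active = GFP response vs DMSO above a set limit, about the screen mean plus 3 SD, cut at about 150% in these data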
* marks the source's active call; other numbers are inactive results; / = not tested or not shown; [ ] = another dose, or the depositor's remark.

SMILES	AHR activator	AGP1-GFP MLPCN	proCasp3 act	CIT2 TOR yeast	MEP2-GFP yeast	RPL19A-GFP yeast	proCasp7 act	LAP4 TOR yeast
CC(C)C[C@@H](C(=O)NC1CCN(Cc2ccccc2)CC1)N1C(=O)N2CCc3c([nH]c4ccccc34)[C@@]2(C)C1=O	11	108	6	98	109	102	-6	105
O=C(CCNC(=O)Cn1ccc2ccccc2c1=O)NCC1CCCC1c1ccccc1 (configuration not stated)	-1	100	7	94	91	93	-3	95
CCC(C(=O)NC(C)(C)C)N(C(=O)Cn1nnc(-c2ccccc2F)n1)c1cccc2c1CCCC2 (configuration not stated)	7	92	-5	96	101	103	17	99
COC(=O)c1ccc(NC(=S)NC2CC(C)(C)NC(C)(C)C2)cc1	2	93	-7	88	92	92	-12	89
c1ccc2nc3ccccc3nc2c1	12	108	9	101	110	108	-1	108
CCN(CC(=O)Nc1c(F)cccc1F)C(=O)c1cc(C)oc1C	2	108	0	114	98	103	1	108
COc1ccc(NC(=O)Nc2ccc3oc(C)nc3c2)cc1	-6	103	3	107	105	107	-10	87
O=C1c2ccccc2COc2ccc(O)cc21	0	83	-10	80	80	88	-3	/
Cc1cccc(C)c1NC(=O)C(NC(=O)c1ccccn1)c1ccccc1[N+](=O)[O-] (configuration not stated)	1	104	-2	96	107	103	-7	99
C=CCOc1c(Br)cc(CNc2nccs2)cc1OC	7	104	-8	100	103	107	-1	111
COc1ccc2cc(CCNC(=O)C3CC3)c(=O)[nH]c2c1	1	106	8	99	118	100	9	92
O=C(COc1ccccc1)Nc1ccc(-c2nnc(-c3ccco3)o2)cc1	4	102	-6	98	104	/	-3	98
O=C(NCCN1C(=O)S/C(=C\c2cccnc2)C1=O)C1=NN(c2ccccc2)C(=O)CC1	4	99	-7	81	94	92	-6	94
COc1ccc(C(=O)/C=C/N(C)C)cc1OC	-1	100	-12	106	98	93	-3	93
CCN(C(=O)CSc1nc2ccccc2c(=O)n1-c1cccc(C)c1)C1CCS(=O)(=O)C1 (configuration not stated)	-1	93	12	90	92	96	10	92
CCC(C(=O)c1ccc2ncccc2c1)c1ccccc1 (configuration not stated)	-4	105	8	108	116	111	-4	90
C/C(=N\NC(=O)C1CC1)c1ccc(C(C)(C)C)cc1	/	91	/	91	104	111	/	72
COc1ccc(-c2cnn3cc(-c4cccc(Cl)c4)cnc23)cc1	0	109	8	133	141	108	9	110
Cc1ccc(S(=O)(=O)N(C)c2ccccc2)cc1	-1	98	-2	100	97	104	-1	106
CCOc1ccccc1C(=O)Nc1ccc(C(=O)c2ccccc2)cc1	9	105	1	120	99	104	-3	80
COc1ccc(-c2c3c(cc(C)[n+]2[O-])oc2ccc(OC)cc23)cc1	1	99	1	98	101	106	-6	93
NC(=O)COC(=O)c1ccccc1Oc1ccccc1	1	107	0	107	108	102	2	107
Cc1ccc(/C=C/C(=O)O)cc1S(=O)(=O)N(CCO)CCO	5	100	-4	93	96	104	-2	97
Cc1cc(C(=O)Nc2ccc(CC(=O)O)cc2)c(C)o1	-7	107	2	108	105	110	-8	109
O=C(COc1ccc([N+](=O)[O-])cc1)Nn1cnnc1	3	96	-6	100	98	97	-3	93
C#CCOCCOCCOCCNc1nc(N2CCN(C(=O)CCCCCCCCCCNC(=O)[C@H](CO)n3cc(CCCCCN)nn3)CC2)nc(N2CCN(C(=O)CCCCCCCCCCNC(=O)[C@H](CCCN=C(N)N)n3cc(C[C@@H](C)CC)nn3)CC2)n1	1	98	-17	94	97	72	1	162*
O=C(Cn1c(=O)oc2cc(S(=O)(=O)N3CCCCCC3)ccc21)NC1CCCCCCC1	-2	104	1	100	98	103	-2	99
COc1cc(CCNC(=O)CCCn2c(=O)c3cccn3c3cccnc32)cc(OC)c1OC	0	104	3	105	97	98	16	102
Cc1cccc(N(CC(=O)NC2CCCC2)C(=O)CS(=O)CC(=O)Nc2ccc3c(c2)OCO3)c1 (configuration not stated)	2	107	-1	110	103	98	9	103
CCCOc1ccc(OCC(=O)c2[nH]c(C)c(C(C)=O)c2C)cc1	20	100	0	99	102	99	-5	100
Cc1cccc(-n2c(SCc3ccc([N+](=O)[O-])cc3)nnc2-c2c[nH]c3ccccc23)c1	3	93	-2	93	94	92	1	103
CC1CN(c2nc3c(c(=O)n(C)c(=O)n3C)n2Cc2c(F)cccc2Cl)CC(C)O1 (configuration not stated)	-1	93	-10	/	88	101	3	89
O=C(Nc1cc(C(F)(F)F)ccc1N1CCCC1)c1ccc2c(c1)OCO2	15	91	-7	93	96	96	-10	102
CC(=O)c1sc(NC(=O)c2ccc3c(c2)OCO3)nc1C	24	86	-8	95	95	99	-2	91
CCOc1ccc(-n2c(SCC(=O)NC)nnc2-c2ccco2)cc1	2	99	-1	101	92	100	6	87
CC(C)c1ccc(OCC(=O)Nc2c3c(nn2C(C)(C)C)CS(=O)(=O)C3)cc1	3	97	-5	95	106	98	-8	103
Cc1cnc2cc(Cl)c(Cl)cc2n1	0	98	5	91	101	98	4	89
COc1ccc(-c2nc(N)nc(C)c2-c2ccc(Cl)cc2)c(O)c1	23	94	6	94	104	96	-3	91
CC(=O)Nc1cc(NC(=O)C2C3C=CC(C3)C2C(=O)O)ccc1Cl (configuration not stated)	21	99	-2	107	98	101	2	96
CCOc1ccccc1Nc1cc(C)nc2nc(C)nn12	-1	98	16	90	99	94	6	104
COc1ccc(Br)cc1S(=O)(=O)NNC(=O)c1c(C)nc2ccccn12	6	108	5	107	102	102	3	96
COc1ccccc1OCC(=O)NNC(=O)Nc1ccccc1	6	100	0	97	94	100	5	100
CCn1cc(S(=O)(=O)Nc2ccc(Cl)cc2F)cn1	0	100[may fluoresce green]	7	104[may fluoresce green]	102[may fluoresce green]	96[may fluoresce green]	-1	98[may fluoresce green]
COc1cc(OC)cc(C(=O)NNC(=O)CCNC(=O)c2ccc(Br)cc2)c1	3	99	0	103	103	104	-5	101
O=C(COC(=O)/C=C/c1cccc(Cl)c1)NCCc1ccc(Cl)cc1Cl	-2	100	-4	91	97	101	1	95
O=C(NCc1nc(-c2ccc(C(F)(F)F)cc2)no1)Nc1ccc(F)cc1F	0	101	-1	97	90	93	5	110
Nc1nc2nc(-c3ccc(Cl)cc3)cc(C(F)(F)F)n2n1	20	98	0	106	106	99	1	104
O=[N+]([O-])c1ccc(OCC(O)CN(CCO)CCO)cc1 (configuration not stated)	-3	96	1	99	108	97	0	95
Cc1ccc(-c2cc(C(=O)NCc3cnn(C)c3)c3cc(Br)ccc3n2)cc1	14	94	4	89	99	102	-2	106
Cc1cc2oc(=O)cc(CN3CCN(Cc4ccccc4)CC3)c2cc1Cl	3	110	-1	96	105	94	1	104
COc1ccccc1N1CCN(C(=S)NC(=O)/C=C/c2ccccc2)CC1	4	101	-10	114	107	103	-1	90
C=CCSc1nc2sc3c(c2c(=O)n1CC)CCC3	3	104	2	115	104	107	6	84
C=CCN1C(=O)c2cccc3c(N4CCCCC4)ccc(c23)C1=O	2	96	-6	90	97	92	-11	97
CCOc1ccc(C(=O)NC2CCN(S(C)(=O)=O)CC2)cc1	9	100	-1	88	96	97	4	107
Cc1ccc(Nc2nc(N)nc(CSc3nccn3C)n2)cc1	12	105	12	102	99	104	-1	103
COc1ccc(C(C(=O)NC2CCCC2)N(CCN2CCOCC2)C(=O)c2ccc(OC)c(OC)c2)cc1 (configuration not stated)	-8	111	5	107	105	105	0	110
COC(=O)N/N=C/c1sc(N2CCCCC2)nc1-c1cccs1	43	100	3	100	94	99	-4	96
C#CCOCCOCCOCCNc1nc(N2CCN(C(=O)CCCCCCCCCCNC(=O)[C@H]([C@@H](C)CC)n3cc(CCCCCN)nn3)CC2)nc(N2CCN(C(=O)CCCCCCCCCCNC(=O)[C@H](CO)n3cc(CCCCCN)nn3)CC2)n1	-3	98	9	90	96	94	4	97
OCCNC(=S)NCCc1ccccc1	-1	94	0	98	105	100	0	93
CNC(=O)NC(=O)CSc1nc2sccc2c(=O)n1-c1ccccc1	2	101	6	106	107	112	4	92

The closing 4 compounds of the part above are carried over, then new ones follow:
SMILES	AHR activator	AGP1-GFP MLPCN	proCasp3 act	CIT2 TOR yeast	MEP2-GFP yeast	RPL19A-GFP yeast	proCasp7 act	LAP4 TOR yeast
COC(=O)N/N=C/c1sc(N2CCCCC2)nc1-c1cccs1	43	100	3	100	94	99	-4	96
C#CCOCCOCCOCCNc1nc(N2CCN(C(=O)CCCCCCCCCCNC(=O)[C@H]([C@@H](C)CC)n3cc(CCCCCN)nn3)CC2)nc(N2CCN(C(=O)CCCCCCCCCCNC(=O)[C@H](CO)n3cc(CCCCCN)nn3)CC2)n1	-3	98	9	90	96	94	4	97
OCCNC(=S)NCCc1ccccc1	-1	94	0	98	105	100	0	93
CNC(=O)NC(=O)CSc1nc2sccc2c(=O)n1-c1ccccc1	2	101	6	106	107	112	4	92
Cc1nc(SCC(=O)N2CCN(c3ccccc3)CC2)c2oc3ccccc3c2n1	9	97	4	100	104	94	10	112
CSc1nc(-c2ccc(N(C)C)cc2)c(C#N)c(=O)n1C	15	91	-12	89	97	95	-13	100
Cc1nn(C(C)C(=O)N2CCN(c3ccccn3)CC2)c(=O)c2cc3occc3n12 (configuration not stated)	0	103	1	104	106	99	-2	102
COCc1c(C(=O)NCCc2ccc(OC(F)F)cc2)oc2ccccc12	4	98	8	80	91	92	-11	112
CN(CC1CCCN(CCc2cccc(C(F)(F)F)c2)C1)C(=O)c1ccco1 (configuration not stated)	-1	94	1	88	96	96	8	95
Cc1cccc(C(C)C)c1NC(=O)COC(=O)Cc1ccsc1	-1	103	9	105	98	107	-5	102
CCOc1ccc(Nc2ncnc3c2cnn3Cc2ccccc2)cc1	7	91	-7	90	95	95	4	101
CCOC(=O)c1c(C)cccc1OCC(N)=O	-1	106	-4	101	108	102	8	102
Nc1nc(NCc2ccco2)nc(N2CCCCCC2)c1[N+](=O)[O-]	4	95	-2	83	91	95	0	97
O=C(Cn1c(=O)oc2cc(S(=O)(=O)N3CCCC3)ccc21)N1CCN(c2ccccc2)CC1	1	103	10	98	99	101	-8	104
O=C(O)c1ccccc1OCc1ccccc1Br	2	92	0	65	103	94	-12	141
Cc1ccc(N(CC(=O)Nc2ccccc2-c2ccccc2)S(=O)(=O)c2ccccc2)cc1	1	108	1	106	112	101	6	97
CCOc1ccccc1-c1nc2c(s1)CCc1onc(-c3ccc(OC)cc3)c1-2	6	85	-6	96	86	98	-5	105
CC(C)(C)NC(=O)c1ccc(COc2ccccc2Br)o1	2	/	6	87	89	91	14	88
Cc1ccccc1NC(=O)/C=C/c1ccc([N+](=O)[O-])s1	50*	58	4	79	115	98	7	124
CC(=O)NC(Cc1c[nH]c2ccccc12)C(=O)N1CCc2ccccc2C1 (configuration not stated)	7	97	4	97	102	97	6	98
